High-throughput results from PubChem.
ADAM17 inh – ADAM17 inhibition, QFRET primary screen. P78536. recombinant ADAM17, EDANS/DABCYL FRET peptide cleavage. inhibition, % at 6.95 µM. 0.83% of 370,000 active;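 active = inhibition above the mean of compounds lying between control limits plus 3 SD, set per campaign, cut at about 8.5% in these data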;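 also: 0% = DMSO-only wells as the low control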
ssDAF12 agonist – activates DAF-12 receptor from parasite S. stercoralis | HEK293 ssDAF-12/GRIP1 lit1-tk-luc reporter, luminescence; % of 3 µM dafachronic acid response | activation, % at 6.8 µM | 1% of 370,000 active;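 active = activation above the mean over all tested compounds plus 3 SD, cut at about 0.9% in these data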;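 also: 0% = DMSO-only wells and 100% = 3 µM delta7-dafachronic acid wells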
DAX1 inh-1 – DAX1 (NR0B1) inhibition, primary screen | 1.1% of 370,000 active | AID 652010 | HEK293T StAR-luciferase reporter, SF-1/DAX-1 repression relief | inhibition, % at 6.8 µM;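 active = inhibition above the mean over all tested compounds plus 3 SD, cut at about 3.6% in these data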;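 also: 0% = DAX-1 cells with DMSO and 100% = cells lacking DAX-1 with DMSO; higher inhibition means more luminescence from relief of DAX-1 repression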
PLCg1 inh – PLC-gamma1 (human) inhibition, primary screen | 0.84% of 370,000 active | P19174 | inhibition, % at 12.2 µM | purified PLC-gamma1, fluorogenic substrate, fluorescence | AID 720700; in the data active = inhibition above about 9.5%
DAX1 inh-2 – inhibitors of human orphan nuclear receptor DAX1 (NR0B1) | inhibition, % at 6.75 µM | 0.99% of 340,000 active | HEK293 Gal4-DAX1 luciferase reporter, luminescence | P51843 | AID 504766;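 active = inhibition above the mean over all tested compounds plus 3 SD, cut at about 4.2% in these data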;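 also: 0% = DAX1-transfected cells with DMSO and 100% = empty-vector control cells with DMSO; inhibition shows as a rise in luminescence from relieved DAX1 repression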
ADAM10 inh – ADAM10 inhibition, QFRET primary screen; recombinant ADAM10, EDANS/DABCYL FRET peptide cleavage, 3 h; inhibition, % at 7 µM; 0.62% of 370,000 active; AID 720582;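 active = inhibition above a per-campaign cutoff equal to the mean of compounds falling between control-based bounds plus 3 SD, cut at about 20% in these data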;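 also: 0% = DMSO wells while the 100% control is not disclosed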
PLC-beta3 inh – PLC-beta3 (human) inhibition, primary screen. Q01970. Purified PLC-beta3, fluorogenic substrate, fluorescence. inhibition, % at 12.2 µM. 0.18% of 370,000 active. AID 720704; in the data active = inhibition above about 11%;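 also: 0% = median of compound wells on plate and 100% = full blocker control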
Target sequence (Q01970 whole entry, looked up): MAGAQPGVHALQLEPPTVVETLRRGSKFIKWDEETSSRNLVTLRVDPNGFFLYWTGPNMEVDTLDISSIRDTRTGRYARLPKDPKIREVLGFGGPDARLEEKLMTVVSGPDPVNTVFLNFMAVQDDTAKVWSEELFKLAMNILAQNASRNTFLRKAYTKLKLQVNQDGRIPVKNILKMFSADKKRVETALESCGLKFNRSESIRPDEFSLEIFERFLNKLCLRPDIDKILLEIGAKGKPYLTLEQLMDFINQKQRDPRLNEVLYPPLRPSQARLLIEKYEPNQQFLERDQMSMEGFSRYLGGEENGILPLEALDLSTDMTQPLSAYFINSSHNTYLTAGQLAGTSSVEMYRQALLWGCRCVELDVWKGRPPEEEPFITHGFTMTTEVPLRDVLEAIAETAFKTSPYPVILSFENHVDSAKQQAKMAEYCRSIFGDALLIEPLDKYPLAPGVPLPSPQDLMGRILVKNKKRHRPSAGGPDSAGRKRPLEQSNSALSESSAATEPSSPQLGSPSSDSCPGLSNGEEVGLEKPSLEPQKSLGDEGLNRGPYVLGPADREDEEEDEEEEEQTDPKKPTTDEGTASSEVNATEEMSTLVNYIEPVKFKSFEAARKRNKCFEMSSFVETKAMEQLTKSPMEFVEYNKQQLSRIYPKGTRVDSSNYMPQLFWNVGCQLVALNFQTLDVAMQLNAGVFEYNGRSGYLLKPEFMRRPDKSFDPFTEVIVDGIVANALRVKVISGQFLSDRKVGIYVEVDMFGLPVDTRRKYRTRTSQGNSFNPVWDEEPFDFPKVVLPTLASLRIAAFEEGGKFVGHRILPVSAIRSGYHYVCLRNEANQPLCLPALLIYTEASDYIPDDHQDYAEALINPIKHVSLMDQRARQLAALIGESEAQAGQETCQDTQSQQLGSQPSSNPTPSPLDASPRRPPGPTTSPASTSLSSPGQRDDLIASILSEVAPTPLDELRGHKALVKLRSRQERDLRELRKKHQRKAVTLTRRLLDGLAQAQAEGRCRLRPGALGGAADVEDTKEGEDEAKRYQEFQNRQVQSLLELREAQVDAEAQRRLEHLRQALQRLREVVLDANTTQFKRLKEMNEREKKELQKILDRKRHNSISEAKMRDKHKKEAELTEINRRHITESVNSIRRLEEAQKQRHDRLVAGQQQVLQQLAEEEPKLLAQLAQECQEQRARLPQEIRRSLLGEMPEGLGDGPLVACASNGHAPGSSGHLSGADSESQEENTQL
FXN GAA850 act – activators of GAA850 frataxin (FXN) promoter | HEK293 lucGAA850 FXN promoter luciferase reporter, 24 h; percent of 10 µM SAHA response | activation, % at 6 µM | 0.56% of 360,000 active | AID 540364;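 active = activation above the average of all compounds screened plus 3 SD, cutoff fixed separately per campaign, cut at about 7.5% in these data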;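 also: 0% = DMSO wells and 100% = 10 µM SAHA wells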
hcDAF12 agonist – activates DAF-12 receptor from parasite H. contortus; HEK293 hcDAF-12 lit1-tk-luc reporter, luminescence; 0% DMSO, 100% Δ7-dafachronic acid; activation, % at 6.8 µM; 1.4% of 370,000 active; AID 652067;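 active = activation above the mean of all tested compounds plus 3 SD, cut at about 5.5% in these data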;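 also: 100% = response to 3 µM Δ7-dafachronic acid high control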
sPLA2-III inh – Inhibits HGIII-sPLA2 liposome hydrolysis, primary screen | QFRET BODIPY PC-A2 liposome hydrolysis, fluorescence | 0.56% of 370,000 active | inhibition, % at 12.2 µM | Q9NZ20 | AID 743126;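 active = inhibition above mean plus 3 SD of compounds lying within the high and low control bounds, cut at about 19% in these data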;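 also: 0% = median of test compound wells and 100% = no enzyme DMSO wells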
hgDAF-12 ag – agonists of H. glycines DAF-12 nuclear receptor. HEK293 GAL4-hgDAF12 UAS-luciferase reporter, agonist luminescence; normalized to butyrate control. activation, % at 6.8 µM. 1.8% of 370,000 active;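 active = activation above a cutoff set at the mean of all screened compounds plus 3 SD, cut at about 10% in these data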;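 also: 0% = DMSO wells and 100% = sodium butyrate wells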
* marks the source's active call; other numbers are inactive results.

Results for O=C(Nc1ccccc1C(F)(F)F)N1CCCCCC1 ?
ADAM17 inh: -5.5; ssDAF12 agonist: -0.9; DAX1 inh-1: -0.2; PLCg1 inh: 1.5; DAX1 inh-2: 1.4; ADAM10 inh: -8.2; PLC-beta3 inh: 0.0; FXN GAA850 act: -0.6; hcDAF12 agonist: 0.6; sPLA2-III inh: 6.6; hgDAF-12 ag: 0.0

How did O=c1c2ccccc2nc(-c2ccco2)n1-c1nc2ccccc2s1 do in these assays?
ADAM17 inh: -2.4; ssDAF12 agonist: -0.2; DAX1 inh-1: -0.4; PLCg1 inh: -12.1; DAX1 inh-2: -0.4; ADAM10 inh: -8.1; PLC-beta3 inh: -17.4; FXN GAA850 act: 2.0; hcDAF12 agonist: 0.2; sPLA2-III inh: -0.1; hgDAF-12 ag: 0.2

What do the screens show for `CS(=O)(=O)NN1C(=O)c2ccccc2NC1c1ccccc1F` (configuration not stated)?
ADAM17 inh: -212.6; ssDAF12 agonist: -1.1; DAX1 inh-1: -0.3; PLCg1 inh: -349.4; DAX1 inh-2: 3.8; ADAM10 inh: inactive; PLC-beta3 inh: -470.4; FXN GAA850 act: -0.1; hcDAF12 agonist: 0.5; sPLA2-III inh: 3.9; hgDAF-12 ag: -2.0

Results for COc1ccc(NC(=O)COC(=O)CCCOc2ccc(Cl)cc2Cl)cc1 ?
ADAM17 inh: 10.0*; ssDAF12 agonist: -1.7; DAX1 inh-1: -0.9; PLCg1 inh: 3.3; DAX1 inh-2: -1.6; ADAM10 inh: 23.8*; PLC-beta3 inh: -44.5; FXN GAA850 act: -1.3; hcDAF12 agonist: -0.5; sPLA2-III inh: -28.3; hgDAF-12 ag: -4.1

How did COc1ccccc1CC(=O)Nc1ccc(Cl)cc1C(=O)O do in these assays?
ADAM17 inh: -7.0; ssDAF12 agonist: -1.3; DAX1 inh-1: -0.1; PLCg1 inh: -6.4; DAX1 inh-2: 0.1; ADAM10 inh: -17.4; PLC-beta3 inh: -8.3; FXN GAA850 act: -0.3; hcDAF12 agonist: -0.5; sPLA2-III inh: -4.0; hgDAF-12 ag: -5.3

Results for O=C(O)c1cccc(Nc2ccc([N+](=O)[O-])cn2)c1 ?
ADAM17 inh: 2.1; ssDAF12 agonist: -0.3; DAX1 inh-1: -0.2; PLCg1 inh: 0.8; DAX1 inh-2: 0.9; ADAM10 inh: 2.9; PLC-beta3 inh: -4.5; FXN GAA850 act: 0.5; hcDAF12 agonist: -1.7; sPLA2-III inh: -1.5; hgDAF-12 ag: -1.2

How did Cc1ccc(NC(=O)Nc2ccon2)cc1 do in these assays?
ADAM17 inh: 1.0; ssDAF12 agonist: 0.5; DAX1 inh-1: 1.8; PLCg1 inh: -1.6; DAX1 inh-2: -0.2; ADAM10 inh: -4.4; PLC-beta3 inh: -6.5; FXN GAA850 act: 1.8; hcDAF12 agonist: 0.1; sPLA2-III inh: 2.9; hgDAF-12 ag: 4.0

What do the screens show for `CCOc1ccccc1N1CCN(C(=O)c2ccc3nc(N)sc3c2)CC1`?
ADAM17 inh: -1.5; ssDAF12 agonist: -1.4; DAX1 inh-1: -0.7; PLCg1 inh: -1.7; DAX1 inh-2: -0.5; ADAM10 inh: -5.5; PLC-beta3 inh: -18.4; FXN GAA850 act: 1.1; hcDAF12 agonist: 0.4; sPLA2-III inh: -2.7; hgDAF-12 ag: 1.0

What do the screens show for `CCc1noc(C)c1C(=O)N1CCN(S(=O)(=O)c2ccc(C)cc2C)CC1`?
ADAM17 inh: -6.2; ssDAF12 agonist: -0.9; DAX1 inh-1: -0.4; PLCg1 inh: -2.1; DAX1 inh-2: 2.3; ADAM10 inh: -4.2; PLC-beta3 inh: 0.6; FXN GAA850 act: 0.6; hcDAF12 agonist: -0.2; sPLA2-III inh: 6.8; hgDAF-12 ag: -0.9

Results for CCC(=O)Nc1cc(C)c(NC(=O)c2ccccc2OC)cn1 ?
ADAM17 inh: 0.0; ssDAF12 agonist: -1.6; DAX1 inh-1: -0.1; PLCg1 inh: -2.1; DAX1 inh-2: 1.5; ADAM10 inh: 6.4; PLC-beta3 inh: -0.1; FXN GAA850 act: 0.5; hcDAF12 agonist: -1.3; sPLA2-III inh: -1.1; hgDAF-12 ag: -0.7

How did COc1ccccc1CNS(=O)(=O)c1c(C)nc2scc(C)n2c1=O do in these assays?
ADAM17 inh: -103.1; ssDAF12 agonist: -1.2; DAX1 inh-1: 0.0; PLCg1 inh: -117.4; DAX1 inh-2: -1.3; ADAM10 inh: -290.8; PLC-beta3 inh: -177.4; FXN GAA850 act: 0.5; hcDAF12 agonist: -1.5; sPLA2-III inh: 6.7; hgDAF-12 ag: -2.2

How did Cc1ccccc1C(=O)N1CCC(C(=O)Nc2ccc(S(=O)(=O)N(C)C(C)C)cc2)CC1 do in these assays?
ADAM17 inh: -0.8; ssDAF12 agonist: -1.2; DAX1 inh-1: -0.6; PLCg1 inh: 1.5; DAX1 inh-2: -3.8; ADAM10 inh: 5.2; PLC-beta3 inh: 1.9; FXN GAA850 act: -3.6; hcDAF12 agonist: -1.1; sPLA2-III inh: -23.0; hgDAF-12 ag: -2.1

How did CC(=O)Nc1cccc(NC(=O)CSc2nc(=O)n(Cc3ccncc3)c3c2CCC3)c1 do in these assays?
ADAM17 inh: -1.7; ssDAF12 agonist: -0.7; DAX1 inh-1: 3.3; PLCg1 inh: -0.3; DAX1 inh-2: -0.3; ADAM10 inh: 2.8; PLC-beta3 inh: -3.1; FXN GAA850 act: 1.3; hcDAF12 agonist: -0.7; sPLA2-III inh: -2.8; hgDAF-12 ag: 1.6

Results for COc1ccc(N=Nc2cc(OC)c(N)cc2OC)cc1 ?
ADAM17 inh: 1.5; ssDAF12 agonist: -0.3; DAX1 inh-1: -0.7; PLCg1 inh: 5.5; DAX1 inh-2: -3.7; ADAM10 inh: -27.9; PLC-beta3 inh: 4.5; FXN GAA850 act: -1.1; hcDAF12 agonist: 2.4; sPLA2-III inh: 18.2; hgDAF-12 ag: 1.6

How did C=CCNC(=O)N[C@@H](CCSC)C(=O)OC do in these assays?
ADAM17 inh: -2.3; ssDAF12 agonist: -1.6; DAX1 inh-1: -0.5; PLCg1 inh: 1.4; DAX1 inh-2: 0.0; ADAM10 inh: -2.6; PLC-beta3 inh: 5.5; FXN GAA850 act: 1.9; hcDAF12 agonist: -2.6; sPLA2-III inh: -5.9; hgDAF-12 ag: 0.5

How did CC(=O)Nc1ccc(NC(=O)C(C)Sc2nnc(-c3ccc4c(c3)OCO4)o2)cc1 (configuration not stated) do in these assays?
ADAM17 inh: -4.2; ssDAF12 agonist: -0.5; DAX1 inh-1: 1.0; PLCg1 inh: -2.0; DAX1 inh-2: -0.6; ADAM10 inh: -19.6; PLC-beta3 inh: -4.2; FXN GAA850 act: 0.0; hcDAF12 agonist: 0.1; sPLA2-III inh: 15.9; hgDAF-12 ag: -1.4

Results for Cc1cccc(NC(=O)c2c(C)nc3ccccn23)c1 ?
ADAM17 inh: -0.4; ssDAF12 agonist: -1.0; DAX1 inh-1: 1.2; PLCg1 inh: -5.2; DAX1 inh-2: -1.3; ADAM10 inh: -3.2; PLC-beta3 inh: -0.7; FXN GAA850 act: 1.8; hcDAF12 agonist: -1.3; sPLA2-III inh: -3.6; hgDAF-12 ag: 2.5

What do the screens show for `COc1ccc(NC(=O)CNC(=O)C2CCCCC2)cc1OC`?
ADAM17 inh: 2.0; ssDAF12 agonist: -1.1; DAX1 inh-1: 0.6; PLCg1 inh: 3.6; DAX1 inh-2: -0.1; ADAM10 inh: -1.2; PLC-beta3 inh: -4.2; FXN GAA850 act: 4.1; hcDAF12 agonist: 0.1; sPLA2-III inh: -1.5; hgDAF-12 ag: -0.2

How did COC(=O)c1cc(S(=O)(=O)NCc2ccc3c(c2)OCO3)cn1C do in these assays?
ADAM17 inh: -0.5; ssDAF12 agonist: -1.2; DAX1 inh-1: 1.3; PLCg1 inh: -4.4; DAX1 inh-2: 1.3; ADAM10 inh: 0.8; PLC-beta3 inh: -7.6; FXN GAA850 act: 1.0; hcDAF12 agonist: 0.4; sPLA2-III inh: 1.6; hgDAF-12 ag: -1.7

Results for COc1ccc(/C=C2\SC(=S)N(CCCC(=O)N3CCN(C)CC3)C2=O)cc1OC ?
ADAM17 inh: -0.4; ssDAF12 agonist: -1.3; DAX1 inh-1: 0.0; PLCg1 inh: -0.1; DAX1 inh-2: -0.7; ADAM10 inh: 2.2; PLC-beta3 inh: 0.2; FXN GAA850 act: 1.7; hcDAF12 agonist: -0.2; sPLA2-III inh: 0.2; hgDAF-12 ag: 0.3

How did CN1C[C@@H]2[C@@H]3C(=O)N(Cc4ccccc4)C(=O)[C@@H]3[C@](C)(C1=O)N2C(=O)c1ccc(C(C)(C)C)cc1 do in these assays?
ADAM17 inh: -3.3; ssDAF12 agonist: -1.1; DAX1 inh-1: -0.4; PLCg1 inh: 2.0; DAX1 inh-2: 1.3; ADAM10 inh: -5.7; PLC-beta3 inh: 1.6; FXN GAA850 act: 0.3; hcDAF12 agonist: -1.3; sPLA2-III inh: -0.8; hgDAF-12 ag: -0.6

What do the screens show for `Cn1ncc2c(Sc3ccc(Cl)cc3)ncnc21`?
ADAM17 inh: -5.1; ssDAF12 agonist: -1.2; DAX1 inh-1: -0.5; PLCg1 inh: 0.8; DAX1 inh-2: 0.2; ADAM10 inh: -2.5; PLC-beta3 inh: -5.2; FXN GAA850 act: 3.2; hcDAF12 agonist: 0.7; sPLA2-III inh: 11.8; hgDAF-12 ag: -0.8

Results for CCc1noc(C)c1C(=O)N1CCCSC1=Nc1ccccc1C(C)C ?
ADAM17 inh: 6.0; ssDAF12 agonist: -1.3; DAX1 inh-1: 0.5; PLCg1 inh: 5.3; DAX1 inh-2: -0.3; ADAM10 inh: 16.4; PLC-beta3 inh: 5.7; FXN GAA850 act: 0.4; hcDAF12 agonist: -2.1; sPLA2-III inh: 2.3; hgDAF-12 ag: 2.9

How did COc1cc(-c2nnn(CC(=O)NCc3ccccc3)n2)cc(OC)c1OC do in these assays?
ADAM17 inh: 4.2; ssDAF12 agonist: -2.0; DAX1 inh-1: -0.8; PLCg1 inh: -0.6; DAX1 inh-2: -1.4; ADAM10 inh: -15.3; PLC-beta3 inh: 6.9; FXN GAA850 act: -0.6; hcDAF12 agonist: -2.3; sPLA2-III inh: 13.1; hgDAF-12 ag: -4.1

How did CCOc1ccc(CCN2C(=O)C(=O)N([C@@H](CC(C)C)CN3CCC[C@H]3CN3C(=O)C(=O)NC[C@@H]3Cc3ccccc3)C[C@@H]2Cc2ccc(O)cc2)cc1 do in these assays?
ADAM17 inh: 1.3; ssDAF12 agonist: -0.8; DAX1 inh-1: 3.9*; PLCg1 inh: -0.1; ADAM10 inh: -5.8; PLC-beta3 inh: -0.5; hcDAF12 agonist: 0.3; sPLA2-III inh: -6.9; hgDAF-12 ag: 0.2
